Compound activity: PubChem, Broad Institute
IDE exosite FP = displaces the probe from the exo-site of human IDE | 17,000 compounds, 6.3% hits | AID 1259349 | purified IDE, FL-6b probe fluorescence polarization; hits give low values | z-score at 20 µM | P14735;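 active = z-score of -3 or lower, meaning strong loss of probe binding signal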;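 also: His-tagged human IDE residues 42-1019 made in E. coli with 30 nM FL-6b probe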
Target sequence (P14735 42-1019 limits assumed): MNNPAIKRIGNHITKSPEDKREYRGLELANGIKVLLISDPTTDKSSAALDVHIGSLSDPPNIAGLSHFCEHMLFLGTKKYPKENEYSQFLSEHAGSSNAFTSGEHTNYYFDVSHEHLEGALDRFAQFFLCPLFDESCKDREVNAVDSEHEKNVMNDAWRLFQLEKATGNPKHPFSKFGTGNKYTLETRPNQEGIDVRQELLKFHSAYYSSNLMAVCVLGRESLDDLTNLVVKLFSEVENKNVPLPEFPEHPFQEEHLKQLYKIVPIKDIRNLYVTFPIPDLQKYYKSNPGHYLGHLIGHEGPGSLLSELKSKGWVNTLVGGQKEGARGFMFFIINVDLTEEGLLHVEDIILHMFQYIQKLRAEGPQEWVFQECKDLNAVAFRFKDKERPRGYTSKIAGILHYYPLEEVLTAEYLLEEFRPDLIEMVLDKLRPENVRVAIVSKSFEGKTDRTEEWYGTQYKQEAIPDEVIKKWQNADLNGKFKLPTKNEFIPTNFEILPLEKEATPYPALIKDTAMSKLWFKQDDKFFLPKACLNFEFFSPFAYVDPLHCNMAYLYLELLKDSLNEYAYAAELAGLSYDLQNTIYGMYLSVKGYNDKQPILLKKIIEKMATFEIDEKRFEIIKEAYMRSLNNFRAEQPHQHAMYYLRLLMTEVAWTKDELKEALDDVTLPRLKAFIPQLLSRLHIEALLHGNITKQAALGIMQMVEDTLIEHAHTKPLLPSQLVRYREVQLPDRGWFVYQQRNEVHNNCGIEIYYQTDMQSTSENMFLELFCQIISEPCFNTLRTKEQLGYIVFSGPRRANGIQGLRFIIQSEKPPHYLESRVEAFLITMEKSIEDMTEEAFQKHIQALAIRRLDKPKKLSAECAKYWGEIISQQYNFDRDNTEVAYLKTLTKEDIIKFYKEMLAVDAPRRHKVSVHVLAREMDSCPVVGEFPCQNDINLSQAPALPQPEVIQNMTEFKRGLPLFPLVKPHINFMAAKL
* hit, by the source's call; & = joins results of further samples. Some of the compounds tested (hit frequency here may not be typical).

IDE exosite FP,canonical_smiles
0.382,O=C(C[C@H]1C=C[C@@H](NS(=O)(=O)c2ccccc2)[C@H](CO)O1)NCCN1CCCCC1
0,O=C(C[C@@H]1C[C@H]2c3cc(NC(=O)Nc4ccccc4)ccc3O[C@H]2[C@@H](CO)O1)NCc1ccccc1
1.98,O=C(C1CCOCC1)N1CC(=O)N2[C@H](C1)[C@H](c1ccc(C#CC3CC3)cc1)[C@@H]2CO
0.305,Cc1noc(C)c1NC(=O)Nc1ccc2c(c1)C(=O)N([C@H](C)CO)C[C@@H](C)[C@@H](CN(C)Cc1ccc3c(c1)OCO3)OCCCC[C@H](C)O2
-0.446,COc1ccccc1C(=O)Nc1ccc2c(c1)C(=O)N(C)C[C@H](OC)[C@H](C)CN(C(C)=O)[C@@H](C)CO2
0.548,N#C[C@H]1[C@@H](c2ccccc2-c2cccc(F)c2)[C@H](CO)N1C(=O)c1cccnc1
1.06,N#C[C@H]1[C@@H](c2ccccc2)[C@@H](CO)N1C(=O)c1cccnc1
0.444,COc1ccccc1C#Cc1ccc2c(c1)[C@@H]1[C@@H](CCN1C(=O)c1ccncc1)[C@H](CO)N2
1.89,Cc1cccc(S(=O)(=O)N2[C@@H]3CNC[C@H]2C3c2ccc(-c3cncnc3)cc2)c1 (some centres not stated)
2.39,O=C(NC1CCCC1)N[C@H]1C=C[C@H](CC(=O)N2CCOCC2)O[C@@H]1CO
0.8,C[C@H]1CC=CC[C@@H](c2ccc(F)cc2)NC(=O)[C@H](Cc2ccccc2)N(C)C(=O)c2ccccc2O1 (mixture of isomers)
0.55,O=C(Nc1cccc(Cl)c1)N[C@H]1CC[C@H](CCn2cc(Cc3ccccc3)nn2)O[C@@H]1CO
2.69,O=C(CC(F)(F)F)N1C[C@@H]2[C@H](c3ccccc31)[C@H](CO)N2C(=O)c1ccncc1
2.79,CNC[C@H]1OCCCC[C@H](C)Oc2ccc(NS(=O)(=O)c3ccc(F)cc3)cc2C(=O)N([C@@H](C)CO)C[C@@H]1C
0.693,Cn1cnc(S(=O)(=O)N2CCCCN3[C@H](C2)[C@@H](c2ccc(-c4cccc(F)c4)cc2)[C@@H]3CO)c1
3.17,CC(C)C#Cc1ccc([C@@H]2[C@H](CO)N3CCCCN(C(=O)Nc4ccccc4)C[C@@H]23)cc1
1.42,O=C(Nc1ccccc1F)N1CC(=O)N2[C@@H](CO)[C@H](c3ccc(-c4ccc(F)cc4)cc3)[C@@H]2C1
1,CO[C@H]1CC[C@@H]2CCOc3c(C#N)cccc3C(=O)N(C)C[C@H](OC)[C@@H](C)C(=O)N(C)C[C@H]1O2
1.82,COc1cccc(NC(=O)N[C@H]2CC[C@@H](CC(=O)N3CCN(C)CC3)O[C@@H]2CO)c1
3.91,C/C=C/c1ccc([C@H]2[C@@H](CO)N(C(=O)CC)[C@H]2CNC(=O)C2CC2)cc1
1.17,O=C(C[C@@H]1C=C[C@H](NC(=O)Nc2cccc(F)c2)[C@@H](CO)O1)NCC1CCCCC1
1.29,CO[C@H]1CC[C@H]2CCN(C)C(=O)CC3(CCCCC3)CN(C)C(=O)c3cc(C#N)ccc3OC[C@H]1O2
1.5,Cc1cccc(S(=O)(=O)N2CCCCN3[C@H](C2)[C@@H](c2ccc(C#CC4CC4)cc2)[C@@H]3CO)c1
-1.08,C/C=C/c1ccccc1[C@@H]1[C@@H](C#N)N(C(C)=O)[C@H]1CO
-0.799,CCS(=O)(=O)N1CC(=O)N2[C@H](CO)[C@H](c3ccc(-c4ccc(C)cc4)cc3)[C@@H]2C1
-0.929,O=C(Nc1ccccc1F)N1CCCCN2[C@@H](CO)[C@@H](c3ccc(C#Cc4ccccc4)cc3)[C@@H]2C1
2.71,C[C@H](O)C#Cc1ccc([C@H]2[C@H](CO)N3CCCCN(CC4CCOCC4)C[C@@H]23)cc1
0.444,O=C(Cc1ccncc1)N1CC[C@@H]2[C@H](CO)Nc3ccc(Br)cc3[C@@H]21
-8.62*,CN1CCCCN2[C@H](CO)[C@@H](c3ccc(C#Cc4ccccc4F)cc3)[C@@H]2C1
-1.78,O=C(C[C@@H]1CC[C@H]2[C@@H](COC[C@@H](O)CN2C(=O)c2cnccn2)O1)NCc1ccc(Cl)cc1

Individual results from above.
O=C(C[C@@H]1C=C[C@H](NC(=O)Nc2cccc(F)c2)[C@@H](CO)O1)NCC1CCCCC1 in IDE exosite FP is entered as 1.17
Cc1noc(C)c1NC(=O)Nc1ccc2c(c1)C(=O)N([C@H](C)CO)C[C@@H](C)[C@@H](CN(C)Cc1ccc3c(c1)OCO3)OCCCC[C@H](C)O2 in IDE exosite FP is entered as 0.305
CO[C@H]1CC[C@H]2CCN(C)C(=O)CC3(CCCCC3)CN(C)C(=O)c3cc(C#N)ccc3OC[C@H]1O2 in IDE exosite FP is entered as 1.29

Returning to the listing with the three entries that preceded the break.
IDE exosite FP,canonical_smiles
0.444,O=C(Cc1ccncc1)N1CC[C@@H]2[C@H](CO)Nc3ccc(Br)cc3[C@@H]21
-8.62*,CN1CCCCN2[C@H](CO)[C@@H](c3ccc(C#Cc4ccccc4F)cc3)[C@@H]2C1
-1.78,O=C(C[C@@H]1CC[C@H]2[C@@H](COC[C@@H](O)CN2C(=O)c2cnccn2)O1)NCc1ccc(Cl)cc1
3.43,OC[C@@H]1[C@@H](c2ccccc2)[C@@H](CNCC2CCC2)N1CC1CC1
0.8,C(=C\c1ccc(C2[C@H]3CNC[C@@H]2N3CC2CCOCC2)cc1)/c1ccccc1 (some centres not stated)
0,O=C(C[C@H]1C[C@@H]2c3cc(NC(=O)C4CCOCC4)ccc3O[C@@H]2[C@@H](CO)O1)NCc1cccnc1
-1.54,COCC(=O)N1[C@H](C#N)[C@@H](c2ccc(C#CCC3CCCC3)cc2)[C@H]1CO
-0.503,COCCNC(=O)C[C@H]1CC[C@@H]2[C@@H](COc3ccc(NS(=O)(=O)c4ccc(Cl)cc4)cc3C(=O)N2C)O1
1.35,CN(C)CC(=O)N[C@@H]1C=C[C@H](CC(=O)NCc2ccc(Cl)cc2)O[C@H]1CO
1.59,CN1c2ccc(C3=CCCCC3)cc2[C@@H]2[C@@H](CCN2C(=O)c2ccccc2F)[C@@H]1CO
-0.422,CN(C)c1ccc2c(c1)[C@H]1C[C@@H](CC(=O)NCc3ccccn3)O[C@@H](CO)[C@H]1O2
0.302,CNC[C@H]1Oc2c(NS(=O)(=O)c3ccc(Cl)cc3)cccc2C(=O)N([C@H](C)CO)C[C@@H]1C
0.686,CCCNC(=O)N1[C@H](CO)[C@H](c2ccc(C#CC3CC3)cc2)[C@H]1CNC
-0.171,CN(C)C(=O)c1cccc(-c2ccc([C@@H]3[C@@H](CO)N4CCCCN(S(C)(=O)=O)C[C@@H]34)cc2)c1
0.988,COc1ccc([C@@H]2C/C=C\C[C@H](C(C)C)NC(=O)CCC(=O)N2)c(OC)c1
0.00114,CCS(=O)(=O)Nc1ccc2c(c1)C(=O)N(C)[C@@H]1CC[C@H](CC(=O)N3CCN(C)CC3)O[C@H]1CO2
3.94&-2.15,c1cncc(-c2ccc(C3[C@H]4CNC[C@@H]3N4Cc3ccc4c(c3)OCO4)cc2)c1 (some centres not stated)
-1.63,CN1C(=O)c2cc(NC(=O)Cc3cccs3)ccc2OC[C@H]2O[C@H](CC(=O)NCC3CCCCC3)CC[C@@H]21
1.69,Cc1ccc(S(=O)(=O)N2C[C@@H]3[C@H](c4ccccc42)[C@@H](CO)N3Cc2cccnc2)cc1
2.14,Cc1ccc(S(=O)(=O)N(C)C[C@H]2OCCCC[C@@H](C)Oc3ccc(NC(=O)c4ccncc4)cc3C(=O)N([C@@H](C)CO)C[C@H]2C)cc1
-1.09,C[C@@H]1CN([C@H](C)CO)C(=O)CCCn2nncc2CO[C@@H]1CN(C)S(=O)(=O)c1cn(C)cn1
-1.58,N#C[C@H]1[C@@H](c2ccc(-c3ccccc3F)cc2)[C@@H](CO)N1C(=O)C1CCOCC1
0.886,N#C[C@H]1[C@H](c2ccccc2-c2ccc(F)cc2)[C@@H](CO)N1C(=O)NC1CCCCC1
-4.65*,O=C(Nc1ccccc1F)N1CCCCN2[C@@H](CO)[C@H](c3ccc(C#Cc4cccnc4)cc3)[C@@H]2C1
0.104,CO[C@@H]1CN(C)C(=O)c2cccc(C#N)c2OCC[C@@H]2CC[C@@H](OC)[C@@H](CN(C)C(=O)[C@H]1C)O2
-0.842&2.61,O=C(Nc1ccccc1)N1C[C@@H]2N[C@H](C1)C2c1ccc(-c2ccccc2)cc1 (some centres not stated)
-0.968,CCCN(C)C[C@H]1Oc2cc(/C=C/c3ccccc3)ccc2S(=O)(=O)N([C@H](C)CO)C[C@@H]1C
-4.65*,CN1C(=O)c2cc(NC(=O)Nc3ccccc3Cl)ccc2OC[C@@H]2O[C@H](CC(=O)NCCCN3CCOCC3)CC[C@@H]21
2.11,O=C(Nc1ccc(F)cc1)N1CCCCN2[C@H](CO)[C@@H](c3ccc(C#CC4CC4)cc3)[C@H]2C1
-0.128,C[C@@H](NC(=O)C[C@@H]1CC[C@@H]2[C@H](COC[C@@H](O)CN2Cc2ccc(C(F)(F)F)cc2)O1)c1ccccc1
-1.07,O=C(C1CCCCC1)N1[C@@H](CO)[C@@H]2c3ccccc3N(S(=O)(=O)c3ccccc3)C[C@@H]21
3.18,COc1cccc(S(=O)(=O)N2CCCCN3[C@@H](CO)[C@H](c4ccc(C#CC5CC5)cc4)[C@@H]3C2)c1
-3.89*,CCC(=O)N1CCCCN2[C@H](CO)[C@@H](c3ccc(C#Cc4ccccc4)cc3)[C@H]2C1

Quoted at random: 5 compounds from above.
IDE exosite FP,canonical_smiles
-4.65*,CN1C(=O)c2cc(NC(=O)Nc3ccccc3Cl)ccc2OC[C@@H]2O[C@H](CC(=O)NCCCN3CCOCC3)CC[C@@H]21
1.06,N#C[C@H]1[C@@H](c2ccccc2)[C@@H](CO)N1C(=O)c1cccnc1
3.94&-2.15,c1cncc(-c2ccc(C3[C@H]4CNC[C@@H]3N4Cc3ccc4c(c3)OCO4)cc2)c1 (some centres not stated)
1.89,Cc1cccc(S(=O)(=O)N2[C@@H]3CNC[C@H]2C3c2ccc(-c3cncnc3)cc2)c1 (some centres not stated)
0.444,COc1ccccc1C#Cc1ccc2c(c1)[C@@H]1[C@@H](CCN1C(=O)c1ccncc1)[C@H](CO)N2

(further entries)
IDE exosite FP,canonical_smiles
0.928,COc1ccc(CN(C)C[C@H]2OCCCC[C@@H](C)Oc3ccc(NC(=O)C4CCCCC4)cc3C(=O)N([C@H](C)CO)C[C@@H]2C)cc1
2.97,COc1cccc(-c2ccc3c(c2)[C@H]2[C@H](CCN2S(=O)(=O)c2ccccc2F)[C@@H](CO)N3)c1
-2.45,O=C(C[C@@H]1C=C[C@H](NC(=O)CCN2CCCCC2)[C@@H](CO)O1)Nc1nccs1
1.59,COc1ccc2c3c(n(C)c2c1)[C@@H](CO)N(C(=O)c1ccc(F)cc1)CC31CN(C(=O)Nc2ccc(F)cc2)C1
-0.475,CC(C)NC(=O)N1[C@@H](CO)[C@@H](c2ccccc2)C12CN(C(=O)Cc1cccnc1)C2
-0.277,C[C@H](NC(=O)[C@@H]1[C@@H](CO)[C@@H]2Cn3c(ccc(-c4ccccc4)c3=O)[C@@H]2N1C)c1ccccc1
1.29,COc1ccc(S(=O)(=O)N(C)C[C@H]2OCCCC[C@H](C)Oc3ccc(NC(=O)Cc4ccccc4)cc3C(=O)N([C@H](C)CO)C[C@H]2C)cc1
-0.343,CCCNC(=O)N(C)C[C@@H]1Oc2ncc(C#CC3CCCCC3)cc2C(=O)N([C@@H](C)CO)C[C@H]1C
-0.674,CO[C@H]1CN(C)C(=O)c2ccc(NC(=O)c3nc4ccccc4s3)cc2OC[C@@H](C)N(Cc2cccnc2)C[C@H]1C
-1.47,O=C1CN(S(=O)(=O)Cc2ccccc2)C[C@H]2[C@H](c3ccc(C#Cc4ccccc4)cc3)[C@H](CO)N12
0.0507,CC(=O)N(C)C[C@@H]1[C@H](c2ccc(-c3cccnc3)cc2)[C@H](CO)N1C(=O)C1CC1
-1.16,C[C@@H]1CN([C@@H](C)CO)C(=O)CCCn2cc(nn2)CO[C@H]1CN(C)Cc1ccccc1
1.86,C[C@@H](NC(=O)C[C@H]1CC[C@@H]2[C@H](COC[C@@H](O)CN2Cc2ccc(C(F)(F)F)cc2)O1)c1ccccc1
0.179,CN1C(=O)c2cc(NC(=O)C3CCOCC3)ccc2OC[C@H]2O[C@@H](CC(=O)NCc3ccccc3F)CC[C@H]21
-0.00836,COCC(=O)N1CCC2(CC1)CN(S(C)(=O)=O)[C@@H](CO)c1[nH]c3cc(OC)ccc3c12
2.09,O=C(NCC[C@H]1CC[C@H](NC(=O)c2ccncc2)[C@H](CO)O1)Nc1ccc(Cl)cc1
-1.83,COc1ccccc1NC(=O)N1CC(=O)N2[C@H](CO)[C@@H](c3ccc(C#CC(C)C)cc3)[C@@H]2C1
-0.0959,Cc1noc(C)c1S(=O)(=O)N(C)C[C@H]1OCCCC[C@@H](C)Oc2ccc(N(C)C)cc2C(=O)N([C@H](C)CO)C[C@@H]1C
1.39,O=C(Nc1ccccc1)N1CC(=O)N2[C@H](CO)[C@@H](c3ccc(C#CC4CC4)cc3)[C@@H]2C1
0.651,CN1CCCCN2[C@H](C1)[C@H](c1ccc(-c3ccccc3)cc1)[C@@H]2CO
-1.78,CN1C(=O)c2cc(NC(=O)Nc3ccc(Cl)cc3)ccc2OC[C@H]2O[C@H](CC(=O)NCCN3CCCCC3)CC[C@H]21
-0.389,CC(C)[C@@H]1C(=O)N[C@@H](c2cccc(Cl)c2)CC=CC[C@H](C)Oc2ccccc2C(=O)N1C (mixture of isomers)
-0.0696,CN(C)C(=O)c1ccc(-c2ccc([C@@H]3[C@@H](CO)N(S(C)(=O)=O)[C@H]3C#N)cc2)cc1
-0.595,COc1ccc(CN(C)C[C@@H]2OCCCC[C@@H](C)Oc3ccc(NC(=O)C4CCCCC4)cc3C(=O)N([C@H](C)CO)C[C@H]2C)cc1
-4.72*,CC(=O)N1CCCCN2[C@H](C1)[C@H](c1ccc(C#Cc3ccccc3F)cc1)[C@@H]2CO
1.12,CCN(C[C@@H]1[C@@H](c2ccccc2)[C@H](CO)N1CC1CC1)C(=O)c1ccccn1
-10.3*,O=C(NC1CCCCC1)N1CC(=O)N2[C@H](CO)[C@H](c3ccc(/C=C/c4ccccc4)cc3)[C@@H]2C1
5.87,O=S(=O)(c1cccs1)N1CCCCN2[C@H](CO)[C@@H](c3ccc(Br)cc3)[C@@H]2C1
